# NS5 inhibitors: flavivirus cap methylation enzyme inhibition – biochemical, confirmation dose response, primary screen (AID 588689); 0.3% of 340,000 active; inhibition, % at 25 µM, or IC50 in µM where a hit was titrated; Dengue-2 NS5 methyltransferase capping enzyme assay, biochemical; higher % means a stronger effect; in the data active = a potency from the dose series; inconclusive = inhibition above about 29% without an active follow-up result
# T cell modulator: modulates CD8 T cell binding to vesicles | 2C CD8+ T cell-vesicle binding, flow cytometry; stronger effect = lower value | calls only at 7 µM | 0.068% of 330,000 active;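 active = response, share of CD8 T cells binding vesicles, and their 90th percentile fluorescence all below set limits, cut at about 80% in these data, passing the limit was not always enough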
#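 Read-out – percent CD8+ FL2 mean versus row control · System – murine 2C transgenic CD8+ T lymphocytes · Times – 1.5 h cell–vesicle binding at 37 °C, then 20 min icy labelling · Control set – naked vesicles low, QL9 vesicles with vehicle high · Detection – cytometric PE anti-B7-1 and Alexa647 anti-CD8 signals after 1% paraformaldehyde fixation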
# UTI89 phage lysis: protection from phage-mediated lysis, alamar blue read-out – E. coli UTI89, K1F phage, bacterial capsule biogenesis inhibitors (AID 488966) | E. coli UTI89 K1F phage lysis, alamar blue, 2 h; higher % means a stronger effect | one-dose inhibition, % at 100 µM; IC50 in µM for titrated hits | 0.02% of 340,000 active;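 active = phage lysis inhibition, versus mean bacterial control, above a set limit; inconclusive = no clear call, values can overlap the other calls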;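 also: capsule biogenesis inhibitors block K1F phage lysis so surviving cells raise fluorescence; higher fluorescence means more inhibition of phage lysis; actives were called in the ten point dose series up to 300 µM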
# SV40 large T antigen: TAg ATPase/helicase activity blockers – biochemical (AID 1903); SV40 large T antigen ATPase/helicase inhibition assay; higher % means a stronger effect; inhibition, % at 20 µM; hits with a dose series show IC50 in µM; 0.39% of 310,000 active; in the data active = a potency from the dose series; inconclusive = inhibition mostly from about 32% at the one dose, without a potency; inactive = the rest, 99 in 100 with inhibition below about 32%; also: strong numbers were not always called active
# West Nile virus CPE: inhibition of WNV-induced cytopathic effect – cell-based, CPE readout (AID 1621) | 0.02% of 290,000 active | West Nile virus-infected cells, CPE inhibition; higher % means a stronger effect | one-dose CPE inhibition, % at 10 µM; IC50 in µM for titrated hits; in the data active = a potency from the dose series; inconclusive = CPE inhibition mostly from about 3.7% at the one dose, without a potency; inactive = the rest, 99 in 100 with CPE inhibition below about 2.2%; also: strong numbers were not always called active
# NTR1 agonist: NTR1-driven beta-arrestin-GFP spot formation – imaging, U2OS cells, high content, primary screen (AID 493036); 0.17% of 330,000 active; activation, % at 20 µM; agonist mode;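 active = activation at or above 40% of the spot to cytoplasm intensity ratio, with at least 20 cells analyzed; inconclusive = wells under 20 cells, flagged as cytotoxic or low count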;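 also: 0% = DMSO without peptide and 100% = 100 nM NTR1 peptide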
# Target sequence (P30989 whole entry, looked up): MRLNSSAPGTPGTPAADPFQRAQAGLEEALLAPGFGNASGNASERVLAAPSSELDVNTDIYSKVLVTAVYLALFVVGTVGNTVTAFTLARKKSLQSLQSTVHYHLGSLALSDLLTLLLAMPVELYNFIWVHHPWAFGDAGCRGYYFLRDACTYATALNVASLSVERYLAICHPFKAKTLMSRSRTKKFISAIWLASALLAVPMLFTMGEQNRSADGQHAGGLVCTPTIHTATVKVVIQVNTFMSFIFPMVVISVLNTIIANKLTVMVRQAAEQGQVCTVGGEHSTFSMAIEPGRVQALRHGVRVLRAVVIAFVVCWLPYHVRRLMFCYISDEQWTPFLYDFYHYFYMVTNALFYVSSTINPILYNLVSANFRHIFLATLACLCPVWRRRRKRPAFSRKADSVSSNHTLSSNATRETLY
# Salmonella PhoP GFP: inhibitors of PhoP regulon expression, primary screen, Salmonella Typhimurium, GFP reporter (AID 1863); S. Typhimurium PhoP-regulated promoter GFP reporter, 4 h; higher % means a stronger effect; inhibition, % at 50 µM, or IC50 in µM where a hit was titrated; 0.16% of 300,000 active;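 active = inhibition over 29.93%, a cutoff 3 SD above the screen mean, later confirmed by dose response; inconclusive = inhibition over 29.93% but no dose response follow-up; inactive = inhibition at most 29.93% or unconfirmed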;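 also: 0% = low Mg2+ inducing control and 100% = high Mg2+ repressing control; strong numbers were not always called active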
# RSV antiviral HEp-2: RSV antiviral activity via CPE protection, HEp-2 cells, primary 10 µM value included (AID 2391); HEp-2 cells, RSV-induced CPE inhibition; higher % means a stronger effect; CPE inhibition, % at 10 µM, or IC50 in µM where a hit was titrated; 0.13% of 310,000 active; in the data active = a potency from the dose series; inconclusive = CPE inhibition mostly from about 23% at the one dose, without a potency; inactive = the rest, 99 in 100 with CPE inhibition below about 21%; also: strong numbers were not always called active
# Rac1 GTP hydrolysis: MgcRacGAP GTPase-activating activity inhibitors, confirmation, biochemical, ADP Hunter fluorescence | MgcRacGAP-stimulated Rac1 GTP hydrolysis, ADP Hunter fluorescence; higher % means a stronger effect; GST-tagged Rac1 F28L mutant substrate | inhibition, % at 30 µM; hits with a dose series show IC50 in µM | 0.6% of 340,000 active | AID 624330;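 active = first-screen hits whose inhibition reached a set limit at any dose in the follow-up dose series; inconclusive = inhibition above the set first-screen limit but never retested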;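 also: fluorescence reports GDP produced by GAP-driven GTP hydrolysis; strong numbers were not always called active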
# T cell modulator vesicle-bound %: second read-out of T cell modulator, no call of its own (marks repeat the call); double positive events, %; measured here: CD8+ vesicle-bound cell fraction;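 binding gate set so that unloaded-vesicle control wells show 10% double positive cells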
# NTR1 agonist cell count 20 µM: also measured in NTR1 agonist; calls as there; cell count; measured here: cell count, cytotoxicity flag
# NS5 inhibitors pilot replicate: also measured in NS5 inhibitors; calls as there; inhibition, %; measured here: pilot screen replicate inhibition
# * marks the source's active call; other numbers are inactive results; i = inactive; ? = inconclusive; · = not tested or not shown; [ ] = remark or other dose.
SMILES,NS5 inhibitors,T cell modulator,T cell modulator vesicle-bound %,UTI89 phage lysis,SV40 large T antigen,West Nile virus CPE,NTR1 agonist,NTR1 agonist cell count 20 µM,Salmonella PhoP GFP,RSV antiviral HEp-2,Rac1 GTP hydrolysis,others
CN(C)c1ccc(/C=[N+](\[O-])C(C)(C)/C=N/O)cc1,-7%,i,18,-1.2%,27%,-0.2%,2.2,56,0%,1.6%,17%,
CC(C)C(=O)N1CCN(c2ccc(NC(=O)c3ccc4c(c3)OCCO4)cc2Cl)CC1,-1%,i,17,4.7%,7%,?,90*,72*,1%,4.6%,-1%,
O=C(OCc1ccccc1)/C(=C/c1ccccc1Cl)NC(=O)c1ccco1,-5%,i,23,-0.2%[50 µM],9%,-0.3%,2.6,45,7%,8.2%,8%,
Cc1ccc(S(=O)(=O)N2CCC(C(=O)OCC(=O)N3CCCC3=O)CC2)cc1C,-9%,i,48,0.6%[50 µM],7%,·,-0.3,60,-9%,39%,1%,
CCc1cc2c(COC(=O)c3cc(S(=O)(=O)N4CCOCC4)ccc3F)cc(=O)oc2cc1O,1%,i,17,0.6%[50 µM],·,·,39,55,·,0.3%,4%,
COc1cccc(NC(=O)CSc2nccn2-c2cccc(OC)c2)c1,-3%,i,44,0.1%,5%,-0.6%,-1.5,52,-5%,16%,1%,
Cc1nn2cc(-c3ccccc3)nc2s1,2%,i,15,2.1%,13%,0.3%,0.4,47,6%,3.0%,1%,
CC12CCCCN1CCCc1c2[nH]c2ccccc12 (stereo not given),3%,i,25,4.3%,17%,-0.1%,2.3,50,-2%,0.2%,5%,
Cc1nnc(NC(=O)c2ccc(S(=O)(=O)N3CCCCC3)cc2)s1,6%,i,46,0.8%[50 µM],·,·,2.6,62,·,·,7%,
O=C(Cn1ccc2ccccc2c1=O)N1CCN(Cc2ccc3c(c2)OCO3)CC1,-3%,i,40,8.8%,5%,-0.5%,0.9,47,3%,0.7%,3%,

# Reprinted from the part before: 3 compounds, followed by the next part.
SMILES,NS5 inhibitors,T cell modulator,T cell modulator vesicle-bound %,UTI89 phage lysis,SV40 large T antigen,West Nile virus CPE,NTR1 agonist,NTR1 agonist cell count 20 µM,Salmonella PhoP GFP,RSV antiviral HEp-2,Rac1 GTP hydrolysis,others
CC12CCCCN1CCCc1c2[nH]c2ccccc12 (stereo not given),3%,i,25,4.3%,17%,-0.1%,2.3,50,-2%,0.2%,5%,
Cc1nnc(NC(=O)c2ccc(S(=O)(=O)N3CCCCC3)cc2)s1,6%,i,46,0.8%[50 µM],·,·,2.6,62,·,·,7%,
O=C(Cn1ccc2ccccc2c1=O)N1CCN(Cc2ccc3c(c2)OCO3)CC1,-3%,i,40,8.8%,5%,-0.5%,0.9,47,3%,0.7%,3%,
CCc1ccc(NC(=O)Cc2ccc(NC3=NC4CS(=O)(=O)CC4S3)cc2)cc1 (stereo not given),-3%,i,23,3.7%,1%,0.8%,-2.1,56,·,0.9%,8%,
C#CCOc1nc(OCC#C)nc(OCC#C)n1,-6%,i,61,1.9%,-4%,-0.2%,-0.7,44,6%,3.9%,3%,
CCc1c(C)nc2c(-c3ccccc3)c(-c3ccccc3)[nH]n2c1=O,-2%,i,29,0.0%[50 µM],7%,-0.1%,6.0,68,-5%,0.9%,4%,
CCOC(=O)C1C(c2ccccc2)C(C(=O)OCC)S(=O)(=O)C(CCN(CC)CC)S1(=O)=O (stereo not given),4%,i,69,-0.2%,5%,-0.3%,0.5,44,0%,-2.2%,1%,
O=C(Nc1ccc(S(=O)(=O)NC2=NCCCCC2)cc1)c1ccccc1Cl,-4%,i,21,0.1%,10%,-0.3%,-1.6,45,-2%,-0.2%,10%,
Cc1ccc(OCC(=O)Nc2cc(S(=O)(=O)N3CCOCC3)ccc2N2CCCC2)cc1,-11%,·,·,-0.3%[50 µM],·,·,0.5,71,·,·,11%,
CN(C)C(CNC(=O)CCc1nc2sc3c(c2c(=O)[nH]1)CCCC3)c1ccccc1 (stereo not given),1%,i,37,0.8%[50 µM],16%,·,-0.1,53,-8%,-2.2%,1%,
O=C(c1cccc(C(F)(F)F)c1)N1CCN(CCc2ccccc2)CC1,-3%,i,2,-0.7%[50 µM],9%,-0.6%,0.8,54,-4%,0.5%,7%,
COc1ccccc1NC(=O)C(=O)NNC(=O)COc1ccc2ccccc2c1,-4%,i,13,-1.0%,0%,0.7%,0.8,42,10%,7.3%,5%,
CCc1cccc(C)c1N(C(=O)Cn1c(CO)nc2ccccc21)C(C)COC (stereo not given),-1%,i,50,1.1%,19%,-0.1%,-0.8,57,1%,1.4%,-2%,
Cc1cccc(/C=C2\Sc3ccc(C(=O)N4CCC(C)CC4)cc3N(C)C2=O)c1,-9%,i,7,-0.2%,11%,0.6%,8.7,61,-11%,3.8%,3%,
O=C(Nc1cccnc1)c1ccc(F)c(S(=O)(=O)N2CCOCC2)c1,6%,i,30,0.1%,3%,0.1%,0.7,50,-2%,-0.4%,9%,
CC(OC(=O)C1CCN(S(=O)(=O)c2ccc(F)cc2)CC1)C(=O)NC1CCCCC1C (stereo not given),-6%,i,59,0.8%[50 µM],9%,·,-0.2,41,-3%,-0.8%,10%,
NC(=O)c1ccc(Oc2ccc(-c3nnco3)cc2)c([N+](=O)[O-])c1,-2%,i,28,0.0%,4%,0.3%,3.0,47,7%,0.5%,5%,
NS(=O)(=O)c1ccc(NC=C2C(=O)OC3(CCCCC3)OC2=O)cc1,-11%,i,22,0.7%,22%,0.5%,-1.3,62,-13%,-0.1%,4%,NS5 inhibitors pilot replicate=-5.4
Clc1ccc(CNC2CCCC2)cc1,-5%,i,25,3.4%,14%,-0.7%,-0.4,50,-5%,0.0%,-1%,
Cc1nc2ccccc2c(=O)n1CCc1ccccc1,-1%,i,31,0.3%,16%,-1.9%,-0.9,81,·,1.3%,·,
O=C(CCNC(=O)c1ccccc1)Oc1ccc([N+](=O)[O-])cc1,-5%,i,9,0.1%,7%,0.5%,-0.5,40,10%,-0.3%,5%,
O=C(C1CCC1)N1CCc2cc(S(=O)(=O)NCC3COc4ccccc4O3)ccc21 (stereo not given),3%,i,50,3.8%,-1%,-0.1%,-0.1,74,18%,7.3%,4%,
COc1cc([N+](=O)[O-])ccc1-c1ccc(/C=N/NC(N)=O)o1,6%,i,19,0.2%,31%,0.0%,-1.1,60,-4%,17%,9%,
Cc1ccc(C(=O)CC2(O)C(=O)N(C)c3ccccc32)o1 (stereo not given),1%,i,41,0.8%,6%,0.0%,3.4,52,3%,1.7%,2%,
CC1Nc2ncnc(N3CCOCC3)c2N(Cc2ccc(Cl)cc2)C1=O (stereo not given),2%,i,13,-0.5%,14%,·,-2.9,101,3%,-0.5%,5%,
O=S1(=O)N=C2CCCCCN2C(c2ccccc2)N1 (stereo not given),-3%,i,24,0.1%,6%,0.0%,2.8,36,4%,0.9%,9%,
COc1ccc(OC)c(NC(=O)N2CCCC(C(=O)c3ccccc3OC)C2)c1 (stereo not given),-4%,i,36,0.0%,24%,-0.4%,1.8,60,-4%,1.9%,13%,
O=C(COC(=O)/C=C/c1ccccc1)NCCNC(=O)COC(=O)/C=C/c1ccccc1,-3%,i,35,0.5%[50 µM],12%,·,-0.6,59,1%,-0.7%,13%,
CCCCC(CC)C(=O)Nc1cc(C(=O)NCCC)ccc1N1CCC2(CC1)CC(c1cccc(Br)c1)=NO2 (stereo not given),-5%,·,·,-1.0%,1%,·,0.7,53,·,-0.7%,8%,
CCc1nc2c(sc3nc4c(cc32)COC(C)(C)C4)c(=O)n1Cc1ccccc1,1%,i,14,-0.5%,6%,-0.1%,7.1,60,3%,0.0%,0%,
C/C(Cc1ccccc1)=N\NC(=O)CNC(=O)c1ccc(Cl)cc1,-5%,i,38,0.1%,5%,0.1%,0.7,37,1%,4.9%,10%,
CCSc1nn2c(=O)c3ccccc3nc2s1,0%,i,46,0.5%,6%,-0.5%,3.3,46,16%,3.6%,9%,
Cc1nn(C)cc1/C=N/NC(=S)Nc1ccccc1,-10%,i,42,0.4%,11%,0.8%,0.8,66,4%,-0.2%,23%,
COc1cccc(-n2c(SCC(=O)OC(C)C)nnc2-c2cccnc2)c1,-4%,i,72,0.2%,11%,0.0%,0.1,45,14%,0.6%,4%,
COc1ccc(/C=C/C(=O)c2ccccc2)cc1Cn1nnc2ccccc21,-6%,i,35,-1.7%,6%,0.3%,22,70,-15%,-2.0%,1%,
C/C(=N\NC(=O)CNC(=O)c1ccc2c(c1)OCCO2)c1ccco1,-4%,i,19,0.6%,7%,0.2%,-0.4,54,-3%,1.8%,6%,

# 4 records picked at random from those above:
SMILES,NS5 inhibitors,T cell modulator,T cell modulator vesicle-bound %,UTI89 phage lysis,SV40 large T antigen,West Nile virus CPE,NTR1 agonist,NTR1 agonist cell count 20 µM,Salmonella PhoP GFP,RSV antiviral HEp-2,Rac1 GTP hydrolysis,others
Cc1ccc(C(=O)CC2(O)C(=O)N(C)c3ccccc32)o1 (stereo not given),1%,i,41,0.8%,6%,0.0%,3.4,52,3%,1.7%,2%,
COc1ccc(/C=C/C(=O)c2ccccc2)cc1Cn1nnc2ccccc21,-6%,i,35,-1.7%,6%,0.3%,22,70,-15%,-2.0%,1%,
CC1Nc2ncnc(N3CCOCC3)c2N(Cc2ccc(Cl)cc2)C1=O (stereo not given),2%,i,13,-0.5%,14%,·,-2.9,101,3%,-0.5%,5%,
Cc1nn(C)cc1/C=N/NC(=S)Nc1ccccc1,-10%,i,42,0.4%,11%,0.8%,0.8,66,4%,-0.2%,23%,

# High-throughput results: PubChem, several laboratories
